Screening data as filed in PubChem.
NOD2 inhibition: NOD2 signaling inhibitors, cell-based, luminescence, uHTS, HEK293 (AID 1566); HEK293 NOD2/NF-kB luciferase reporter, luminescence; higher % means a stronger effect; inhibition, % at 4 µM, or EC50 in µM where a hit was titrated; 290,000 tested, 0.63% active; in the data active = inhibition above about 50%; also: many of its hits are not listed in these tables
P. falciparum M17LAP: P. falciparum M17LAP inhibitors, primary screen, biochemical, fluorogenic H-Leu-NHMec substrate, 1536-well (AID 1619) | inhibition, % at 30 µM; hits with a dose series show IC50 in µM | recombinant M17LAP, H-Leu-NHMec fluorogenic kinetic assay; higher % means a stronger effect | 220,000 tested, 0.38% active;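 active = compound inhibiting the enzyme by more than half at any dose during confirmatory dose-response retesting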;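 also: plate controls were full reaction with DMSO carrier for no effect and no enzyme background for full effect; strong numbers were not always called active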
bCat nuc transl: modulators of beta-catenin nuclear translocation, primary screen, imaging, HeLa cells, immunofluorescence, high-content. nuclear translocation activity, % at 5 µM. 190,000 tested, 0.3% active. AID 1665, 2009;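 active = nuclear translocation activity above 50% at 5 µM, with a well cell count of 50 or more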;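 also: per-cell ratio of nuclear to cytoplasmic median beta-catenin stain intensity; plate controls were DMSO negative control for no effect and GSK-3 inhibitor IX positive control for full effect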
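assay system = human HeLa cells, endogenous beta-catenin | times = compound treatment 24 h, 37°C, 5% CO2 | detection = Anti-beta-catenin immunofluorescence on PFA-fixed, Triton-permeabilized cells, DAPI nuclei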
Autophagy HCS: autophagy modulators in MEF cells, primary screen, imaging, high-content, MEF GFP-LC3 | MEF GFP-LC3 puncta imaging; test concentration mostly 10 µM | calls only at 10 µM (by protocol) | 190,000 tested, 0.98% active | AID 463193, 2010;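 active = percentage of spot-positive cells more than 3 SD above its plate mean, without a fluorescence outlier flag or 80% toxicity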;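 also: spot-positive cell cutoff set from DMSO-treated cells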
NOD1 NF-kB reporter: NOD1 signaling inhibitors, primary screen, cell-based, luminescence, uHTS (AID 1578); NOD1-driven NF-kB luciferase reporter cells, luminescence; higher % means a stronger effect; one-dose inhibition, % at 4 µM; EC50 in µM for titrated hits; 290,000 tested, 1% active; in the data active = inhibition mostly above about 36%, no sharp cut-off; inactive = mostly below about 34%;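 also: HEK-293T reporter cells stimulated with the NOD1 agonist gamma-tri-DAP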
Dynein transport: inhibitors of GR-EGFP nuclear translocation, primary screen, dynein cargo transport inhibitor project, imaging, high-content, 3617.4 mouse cells; z-score, hits read low; test concentration mostly 20 µM; stimulated with dexamethasone, 1 µM; active compounds read low; 220,000 tested, 0.47% active;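 active = plate z-score of nuclear minus cytoplasmic receptor signal below a set negative limit, without overly bright fluorescence or cell loss, cut at about -3.5 in these data, passing the limit was not always enough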;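 also: z-score of nuclear minus cytoplasmic ring GR-EGFP intensity difference per well; some compounds called inactive have numbers as strong as hits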
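medium = tetracycline-free induction medium containing charcoal-stripped FBS | probe or stimulus = dexamethasone, 1.0 µM final | timing = 48 h induction, then 1 h compound, then 30 min agonist, 37 °C | detection = automated 10x imaging of fixed Hoechst-stained cells | read-out basis = nuclear versus cytoplasmic GR-EGFP signal, averaged per well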
Ins promoter up: insulin promoter activators in MIN6 cells, imaging, high-content screening, mouse beta cells. MIN6 insulin promoter-GFP reporter; active compounds read high. z-score at 5 µM. 190,000 tested, 0.3% active;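 active = z-score above 3 at 5 µM with at least 500 cells counted in the well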
MT stabilize HCS: microtubule stabilizers in HeLa cells, primary screen, imaging, high-content imaging | 200,000 tested, 0.83% active | HeLa tubulin immunostaining HCS, 24 h; share of cells brighter than vehicle mean+2SD | % tubulin-high responders, % at 10 µM;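 active = plate Z-score above 3 for both tubulin-high and condensed-nucleus cell shares, with cell loss under 80%, at 10 µM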;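 also: anti alpha tubulin signal scored within the nucleus-defined area of each cell; some results filed as inactive read as strong as hits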
Yfh1-off respiration: enhancers of respiration in Yfh1-depleted yeast, dose response, Friedreich's ataxia, plus single-dose screen (AID 1465); S. cerevisiae Yfh1-off respiration, WST-1 reduction, 72 h; higher fold induction means a stronger effect; fold induction at 50 µM; hits with a dose series show EC50 in µM; 220,000 tested, 0.074% active;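 active = fold induction of absorbance versus untreated yeast above a set limit, then at least 30% activation at any dose in follow-up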;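 also: activators that raise dye reduction in frataxin-depleted yeast; strong numbers were not always called active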
Dynein transport cytoplasmic EGFP: also measured in Dynein transport; calls as there; z-score; measured here: cytoplasmic GR-EGFP intensity; active compounds read high
Dynein transport nuclear GR-EGFP: second read-out of Dynein transport, no call of its own (marks repeat the call); z-score; measured here: nuclear GR-EGFP intensity;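 lower value marks the stronger effect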
Dynein transport cell count: second read-out of Dynein transport, no call of its own (marks repeat the call); z-score; measured here: cell count per field
Ins promoter up cell count: recorded beside Ins promoter up, whose call it bears; cell count; measured here: cytotoxicity, nuclei count;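 total cells summed across four imaged fields per well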
bCat nuc transl cell count 5 µM: recorded beside bCat nuc transl, whose call it bears; cell count; measured here: cell count, cytotoxicity flag
MT stabilize HCS Hoechst-high %: also measured in MT stabilize HCS; calls as there; % Hoechst-high responders; measured here: nuclear condensation Hoechst responders;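 share of cells brighter than vehicle mean plus two SD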
MT stabilize HCS cytotoxicity %: second read-out of MT stabilize HCS, no call of its own (marks repeat the call); toxicity, %; measured here: cytotoxicity by cell density;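 0% = mean cell density of plate MIN control wells and 100% = no cells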
Autophagy HCS cell loss 18 h: also measured in Autophagy HCS; calls as there; toxicity, %; measured here: cell loss, nuclei count;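 cell loss after 18 h compound exposure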
* hit, by the source's call; i = inactive; . = not tested or not shown; + = active, no number. This is a subset; the hit share may differ from the screen's.

The opening 2 compounds as a preview:
SMILES	Yfh1-off respiration	MT stabilize HCS cytotoxicity %	Dynein transport cell count	Dynein transport cytoplasmic EGFP	NOD1 NF-kB reporter	Ins promoter up cell count	Dynein transport	MT stabilize HCS	Autophagy HCS	Dynein transport nuclear GR-EGFP	bCat nuc transl cell count 5 µM	NOD2 inhibition	P. falciparum M17LAP	bCat nuc transl	Autophagy HCS cell loss 18 h	MT stabilize HCS Hoechst-high %	Ins promoter up
COCCn1c(-c2ccsc2)nc2c1c(=O)[nH]c(=O)n2CC(C)C	i	7.0	-0.52	-0.19	-10%	944	0.32	2.3	i	0.2	1152	5%	12%	-4.4	-14	2.2	-0.6
COc1ccccc1-n1cnnc1SCC(=O)c1c[nH]c2ccccc12	i	6.5	0.3	-0.17	2%	1151	-0.012	2.6	i	-0.24	886	11%	3%	-1.4	-25	3.3	-0.26

This part in full, from the first entry:
SMILES	Yfh1-off respiration	MT stabilize HCS cytotoxicity %	Dynein transport cell count	Dynein transport cytoplasmic EGFP	NOD1 NF-kB reporter	Ins promoter up cell count	Dynein transport	MT stabilize HCS	Autophagy HCS	Dynein transport nuclear GR-EGFP	bCat nuc transl cell count 5 µM	NOD2 inhibition	P. falciparum M17LAP	bCat nuc transl	Autophagy HCS cell loss 18 h	MT stabilize HCS Hoechst-high %	Ins promoter up
COCCn1c(-c2ccsc2)nc2c1c(=O)[nH]c(=O)n2CC(C)C	i	7.0	-0.52	-0.19	-10%	944	0.32	2.3	i	0.2	1152	5%	12%	-4.4	-14	2.2	-0.6
COc1ccccc1-n1cnnc1SCC(=O)c1c[nH]c2ccccc12	i	6.5	0.3	-0.17	2%	1151	-0.012	2.6	i	-0.24	886	11%	3%	-1.4	-25	3.3	-0.26
Cc1ccc(S(=O)(=O)NCC2CCC(C(=O)NCc3cccs3)CC2)cc1 (stereo not given)	i	4.0	0.94	-0.17	-24%	1211	-0.83	2.9	i	-0.45	1114	-1%	2%	0.1	-5	3.2	-0.01
O=C(CSc1nnc(-c2ccncc2)o1)NCc1ccc(Cl)cc1	i	9.2	0.69	0.053	-13%	1406	-0.29	2.7	i	-0.13	.	6%	17%	.	1	4.8	-0.68
NS(=O)(=O)c1ccc(NC(CNS(=O)(=O)c2ccccc2)c2ccccc2)cc1 (stereo not given)	i	0.8	-0.16	-0.32	-22%	1160	0.41	2.2	i	0.24	1062	-3%	14%	-1.2	5	1.6	-0.11
Nc1c2c(nc3ccccc13)N(C1CCCCC1)CC2	i	.	.	.	-37%	1325	.	.	.	.	1048	10%	-6%	-0.8	.	.	-0.72
NS(=O)(=O)c1ccc(NNC(=O)c2ccc(F)cc2F)cc1	i	.	-1.5	-0.14	-14%	1079	0.85	.	.	1.1	1249	-6%	3%	-0.7	.	.	0.19
Cc1ccc(CC2SC(N)=NC2=O)cc1 (stereo not given)	i	4.8	0.31	-0.32	11%	1431	-0.57	3.2	i	-0.12	1063	-13%	-2%	-0.9	15	1.6	0.24
Cc1ccc(S(=O)(=O)CCSc2nccn2C)cc1	i	.	0.39	-0.2	-7%	1559	-0.14	.	.	-0.11	1032	12%	-1%	-1.5	.	.	0.67
NC(=S)N(c1ccccc1)c1ccccc1	i	4.6	1.1	1.3	10%	1481	-0.85	3.4	i	-0.27	1532	-46%	0%	0.7	-1	1.5	2
COc1ccc(N2C(=O)CCC(C(=O)NCc3ccccn3)C2c2ccc(F)cc2)cc1 (stereo not given)	i	13	-0.091	-0.26	0%	940	0.45	1.2	i	0.18	.	9%	11%	.	9	2.1	-0.77
O=C(NCC(c1cccs1)N1CCOCC1)c1cc(-c2ccc(F)cc2)nc2ccccc12 (stereo not given)	i	16	0.48	-0.21	-23%	1465	0.31	3.7	i	0.086	997	7%	-16%	1.2	1	3.9	0.55
Cc1nc2ccccc2c(=O)n1/N=C/c1ccc([N+](=O)[O-])o1	i	.	1*	0.78*	-8%	996	-4*	.	.	-2.1*	1132	12%	13%	-3.2	.	.	0.23
CC(=O)Nc1ccc(NC(=O)Cc2ccc(S(=O)(=O)N3CCCCC3)s2)cc1	i	6.5	-0.44	-0.21	-1%	.	0.041	2.5	i	0.83	926	12%	2%	2.1	9	2.4	.
CCN(CC)C(=O)COc1ccc(CC(=O)O)cc1OC	.	8.1	-0.17	-0.24	10%	1358	0.77	2.3	i	0.55	860	8%	-9%	-7.6	-8	1.8	2.8
Cc1cc(C)nc(SCC(=O)N/N=C/c2cccn2-c2cccc(C(F)(F)F)c2)n1	i	4.6	0.38	0.28	21%	1513	-0.12	3.3	i	-0.72	1337	23%	7%	-3.9	2	1.9	0.86
Cc1c(C(=O)NCc2ccc3c(c2)OCO3)oc2ccc(S(=O)(=O)N3CCCC3)cc12	i	5.1	0.53	-0.19	17%	1100	1.4	4.3	i	0.98	.	-10%	0%	.	9	1.5	-2.6
O=C(CN1CCCCCCC1)N/N=C/c1ccc(F)cc1F	i	10	-0.6	-0.23	-13%	647	1.2	2.6	i	0.72	.	5%	25%	.	-12	2.8	-7.9
COc1ccc(C2=NOC(Cn3c(Cc4ccc(Cl)cc4)nc4c3c(=O)n(C)c(=O)n4C)C2)cc1 (stereo not given)	i	4.1	-0.3	-0.23	-41%	977	0.25	6.4	i	0.51	957	-7%	12%	-1.4	9	3.3	-2.4
COc1cnc(-c2ccccn2)nc1Sc1ccc(F)cc1	i	7.0	0.048	-0.33	7%	732	0.12	2.5	i	0.22	1097	4%	0%	-0.5	3	2.8	-1.8
COc1ccc2cc(CCNC(=O)c3cccc([N+](=O)[O-])c3)c(=O)[nH]c2c1	i	5.3	0.56	-0.29	46%*	.	-0.24	1.6	i	-0.082	1163	-3%	0%	-0.3	13	1.8	.
O=C(NCC1CCCO1)c1csc2c1CCCC2 (stereo not given)	i	11	-0.44	-0.2	-35%	1442	-0.086	6.1	i	0.23	853	-7%	3%	-1.5	-3	2.5	-0.85
CCOCCCNc1ncc2c(n1)CC(c1ccc(C)cc1)CC2=O (stereo not given)	i	8.2	-3.5	0.45	-7%	1458	3.7	5.8	i	3.6	1008	-25%	-4%	-3.9	12	2.2	0.5
COC(=O)c1sc(N2C(=O)c3oc4ccccc4c(=O)c3C2c2cccs2)nc1C (stereo not given)	i	0.2	-0.69	-0.16	-66%	1274	-0.089	3.6	+	0.14	983	-4%	10%	1.0	-0.1*	5.1	-0.13
O=[N+]([O-])c1cc([N+](=O)[O-])c2cccnc2c1Oc1ccccc1O	i	1.9	-0.88*	1.6*	-9%	1286	-4.4*	3.6	i	-2.7*	1092	5%	-3%	0.4	23	2.2	-0.49
CC1CCN(c2nc3ccc(C(=O)N4CCN(Cc5ccc6c(c5)OCO6)CC4)cc3s2)CC1	.	5.5	-0.39	-0.2	21%	732	1.1	5.4	i	0.88	.	-22%	11%	.	16	1.4	-1.4
CN(C)c1cccc(NC2=CC(=[N+]3CCOCC3)CC(C)(C)C2)c1	i	9.0	0.2	0.12	14%	847	-0.7	1.1	i	-0.12	.	12%	32%	.	-1	1.5	0.1
CC(=O)NC1=NC(=O)/C(=C/N2CCCCC2)S1	i	5.3	0.065	-0.18	-11%	1144	-0.091	5.0	i	-0.17	1013	10%	17%	0.2	0	1.5	-0.57
CC1CC(C)CN(C(=O)CSc2nnc(-c3ccc(Cl)s3)o2)C1 (stereo not given)	i	9.3	0.13	-0.16	-8%	.	0.08	2.8	i	0.29	1134	11%	0%	-2.1	-11	1.5	.
NC(=O)CSc1nnc(-c2cccc(S(=O)(=O)N3CCCCC3)c2)o1	i	.	0.54	-0.25	4%	1396	-0.45	.	.	-0.62	1294	25%	1%	0.0	.	.	-1.7
COc1ccccc1-n1c(SCC(=O)N2CCCCC2)nnc1-c1ccccc1O	i	7.6	-0.37	-0.085	-6%	1564	2.1	6.9	i	1.7	994	33%	-3%	-1.2	-10	2.3	-0.13
O=[N+]([O-])c1nn(-c2ccccc2)n(O)c1=NCc1ccc2c(c1)OCO2	i	0.8	1.7	-0.15	-8%	1524	-0.67	3.2	i	0.29	1390	-25%	-3%	-0.6	24	1.4	-0.15
CCn1c(C)nc2cc(C(=O)NNC(=S)NC(=O)c3ccc(OC)cc3)ccc21	i	5.8	0.51	-0.3	-23%	1200	0.079	3.6	i	0.27	1146	16%	-3%	1.1	1	3.3	-0.56
O=C(NC1CCCCC1)c1cccs1	i	5.6	0.27	-0.13	2%	630	-0.44	1.1	i	0.045	.	6%	6%	.	-1	1.7	-0.75
CCCC1CCC(C(=O)n2nc(N)c3cc4ccc(OC)cc4nc32)CC1 (stereo not given)	.	5.3	0.64	-0.28	37%	1259	-0.52	3.2	i	0.34	549	22%	6%	2.9	15	2.3	-0.11
COc1cc(CN2CCNC(=O)C2CC(=O)NCc2csc(C(C)C)n2)cc(OC)c1 (stereo not given)	i	5.2	0.88	-0.18	-35%	1537	-0.017	0.7	i	0.098	1034	18%	5%	2.9	-3	1.6	-0.22
Cc1cc(N2CCCC2=O)ccc1S(=O)(=O)N1CCOCC1	i	3.5	-0.78	-0.17	-22%	1450	0.74	2.2	i	0.23	931	3%	13%	0.7	-5	1.5	0.43
